LDHA block: LDHA (human) enzyme inhibition. AID 1347041. P00338. purified LDHA, NADH/diaphorase-resazurin fluorescence; active compounds read low. 0.15% of 480,000 active. activity change, % (values are at about 110 or 230 µM); in the data active = activity change below about -30%; inconclusive = mostly about -25% to -30%;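 note: plate controls were DMSO wells for no effect and wells without enzyme for full effect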
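Enzyme activity of human lactate dehydrogenase 5 (2 nM; 0.06 mM NADH, 0.2 mM pyruvate, 5 min, RT) is measured via a resazurin/diaphorase fluorescence readout of residual NADH.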
Vif-A3G inh: Vif-A3G binding inhibition | HeLa A3G-eYFP + Vif (tagged APOBEC3G with the HIV-1 protein that degrades it), YFP fluorescence, overnight | AID 602310 | 0.076% of 410,000 active | Potency, µM (doses to about 46.1 µM), inactives show top-dose activity, negative = active, hits mostly inhibitors;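 note: potency is the fitted concentration of half-maximal effect; % is set by controls: 0 for no effect and ±100 for the full control effect; nearly all actives have a fitted effect of over 60% in size; hits raise eYFP signal because A3G escapes Vif-driven loss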
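Read-out is eYFP fluorescence (Ex 488/Em 500-530) from Vif-expressing HeLa A3G-eYFP cells; more signal means A3G escaped Vif-mediated degradation. Cells plated overnight, compound pinned in, incubated overnight at 37 deg C.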
RGS4 inhibitor: inhibitors of human regulator of G protein signaling 4 | Potency, µM (titrated, usually from 114 µM), without a hit: at the highest dose activity change, negative = inhibition, actives largely listed as inhibitors | P49798 | 0.039% of 390,000 active | Transcreener GDP fluorescence polarization, RGS4-accelerated GTP hydrolysis; note: potency is the fitted concentration of half-maximal effect; % is set by controls: 0 for no effect and ±100 for the full control effect; nearly all actives have a fitted effect of over 75% in size; some results filed as inactive show a strong effect at the top dose
Target sequence (P49798 whole entry, looked up): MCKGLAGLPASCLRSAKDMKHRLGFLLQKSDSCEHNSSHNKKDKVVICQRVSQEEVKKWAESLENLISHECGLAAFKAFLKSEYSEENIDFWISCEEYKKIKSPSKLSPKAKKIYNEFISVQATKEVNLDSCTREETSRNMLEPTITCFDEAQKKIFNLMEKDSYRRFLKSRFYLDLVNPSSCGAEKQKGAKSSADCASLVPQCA
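MLSMR compounds (23 nl, pin-transferred) preincubated 10 min at room temperature with a 500nM (2x) first reagent, then RGS4 at 900nM (2x) plus Transcreener GDP mix added; fluorescence polarization (620/688 nm) read before and after 90 min at 30 °C.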
USP1 inh: blocks the human USP1/UAF1 deubiquitinase complex | AID 743255 | recombinant USP1/UAF1, Ub-Rhodamine cleavage fluorescence | 0.23% of 390,000 active | Potency, µM (top dose mostly 57.1 µM), for inactives: at the top dose activity change, negative = inhibition, hits mostly inhibitors; note: potency is the fitted concentration of half-maximal effect; % is set by controls: 0 for no effect and ±100 for the full control effect; nearly all actives have a fitted effect of over 60% in size; inactives centre near -12
Target sequence (O94782 whole entry, looked up): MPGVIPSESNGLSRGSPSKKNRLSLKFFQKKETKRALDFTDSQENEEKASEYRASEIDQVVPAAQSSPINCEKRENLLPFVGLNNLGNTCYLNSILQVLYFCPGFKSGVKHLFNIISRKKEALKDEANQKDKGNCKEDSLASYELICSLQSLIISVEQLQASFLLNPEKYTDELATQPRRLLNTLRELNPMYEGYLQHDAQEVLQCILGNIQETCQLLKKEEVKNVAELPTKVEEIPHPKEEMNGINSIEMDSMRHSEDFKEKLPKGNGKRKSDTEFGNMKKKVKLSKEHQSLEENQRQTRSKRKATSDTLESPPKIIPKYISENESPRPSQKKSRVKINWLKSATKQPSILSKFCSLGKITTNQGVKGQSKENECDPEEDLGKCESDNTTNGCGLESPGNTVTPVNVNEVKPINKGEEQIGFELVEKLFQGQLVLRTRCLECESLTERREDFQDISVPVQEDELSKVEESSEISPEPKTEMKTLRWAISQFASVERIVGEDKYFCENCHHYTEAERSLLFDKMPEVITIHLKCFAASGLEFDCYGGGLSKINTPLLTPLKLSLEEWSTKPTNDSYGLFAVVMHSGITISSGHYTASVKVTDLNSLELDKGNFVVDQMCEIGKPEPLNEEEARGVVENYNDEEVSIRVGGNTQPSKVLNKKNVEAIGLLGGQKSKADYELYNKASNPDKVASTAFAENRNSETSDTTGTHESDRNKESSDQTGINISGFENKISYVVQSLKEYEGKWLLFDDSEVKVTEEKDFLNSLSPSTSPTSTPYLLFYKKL
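In this screen, compounds sit with the deubiquitinase complex (1nM) for 15 min at room temperature before Ub-Rho is added at 150nM final. Fluorescence rise is then followed for 6 reads every 60 seconds.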
GRP78 ERSR act: induces the endoplasmic reticulum stress response in human glioma cells. Potency, µM, without a hit: at the highest dose activation, usual class: activators. AID 602332. U87-MG GRP78 promoter luciferase reporter, 16 h. 0.02% of 420,000 active; note: potency is the fitted concentration of half-maximal effect; series mostly up to about 76 µM; % of control where 0% means no effect; nearly all actives have a fitted effect of over 35% in size
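Stably transfected U87-MG human glioma cells carrying a GRP78-based luminescent sensor were seeded at 1000 cells/well, pin-dosed with compounds and incubated 16 h. Luciferase reagent was then added, and end-point luminescence was read after 10 min at room temperature.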
Vif-A3F inh: Vif-A3F binding inhibition; HeLa A3F-eYFP + Vif (tagged APOBEC3F with the HIV-1 protein that degrades it), YFP fluorescence increase; Potency, µM (doses to about 46.1 µM), without a hit: at the top dose activity, negative = active; 0.2% of 390,000 active; AID 602313; note: potency is the fitted concentration of half-maximal effect; % of control where 0% means no effect; nearly all actives have a fitted effect of over 65% in size
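HeLa cells stably expressing Vif plus C-terminally eYFP-tagged A3F were seeded, incubated overnight at 37 deg C, dosed with compound, incubated overnight again at 37 deg C. Yellow fluorescence (Ex 488/Em 500-530) reported blocked Vif-mediated A3F-eYFP degradation.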
IDH1 R132H inh: inhibitors of human mutant IDH1 R132H | 0.093% of 390,000 active | O75874 | IDH1-R132H enzyme, NADPH consumption, diaphorase/resazurin fluorescence | Potency, µM (titrated, usually from 76.6 µM), for the others: at the top dose activity change, negative = inhibition, hits mostly inhibitors; note: potency is the fitted concentration of half-maximal effect; % is set by controls: 0 for no effect and ±100 for the full control effect; nearly all actives have a fitted effect of over 65% in size
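IDH1-R132H (0.5 ug/mL dispensed) in pH 7.5 Tris buffer was preincubated 30 min with compound, then given a substrate mix of 0.016 mM NADPH and 2 mM alpha-KG for 80 min at room temperature; remaining NADPH was read by diaphorase/resazurin fluorescence.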
rTrxR1 inhibitor: inhibitors of rat thioredoxin reductase 1; O89049; Potency, µM (titrated, usually from 114 µM), inactives show top-dose activity change, negative = inhibition, hits mostly inhibitors; AID 588453; recombinant rTrxR1, NADPH fluorescence consumption, selenite substrate; 1% of 390,000 active; note: potency is the fitted concentration of half-maximal effect; % is set by controls: 0 for no effect and ±100 for the full control effect; nearly all actives have a fitted effect of over 65% in size
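Rat TrxR1 (90 nM in the dispensed reagent) was pre-reduced with 400 uM NADPH for 5 min at room temperature, then incubated with compound for 15 min. After 400 uM selenite was added, NADPH fluorescence (Ex 340/Em 450 nm) was followed for 8 min.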
TrxR1 substrate: rat thioredoxin reductase 1 substrate activity. O89049. purified TrxR1 substrate turnover, NADPH consumption readout. Potency, µM (doses to about 114 µM), for the others: top-dose activity change, negative = substrate turnover. 0.01% of 390,000 active. AID 588456; note: potency is the fitted concentration of half-maximal effect; % is set by controls: 0 for no effect and ±100 for the full control effect; nearly all actives have a fitted effect of over 50% in size
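Rat TrxR1, dispensed at 90 nM, was prereduced with 400 uM NADPH (final) for 5 min at ~22 deg C, then incubated with compound 15 min before 400 uM selenite. A first-read NADPH fluorescence drop versus no-compound background flagged substrates.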
* = called active by the depositor; ? = inconclusive; / = no result given; & = joins results of further samples; [ ] = remark or other dose. Unless noted, calls come from the whole dose curve; as a rule, active = well fitted curve in the direction sought with a large enough effect; inconclusive = small, poorly fitted or top-dose-only effect, or another doubt; inactive = no such curve, though single readings can be large; an effect the other way counts as inactive or inconclusive.

entry	molecule	LDHA block	Vif-A3G inh	RGS4 inhibitor	USP1 inh	GRP78 ERSR act	Vif-A3F inh	IDH1 R132H inh	rTrxR1 inhibitor	TrxR1 substrate
1	CCOC(=O)C1=C(N)OC2=C(C(=O)CCC2)C12C(=O)N(C)c1ccccc12 (stereo unspecified)	5	-2%	14%	6%	-5%	-4%	4%	-19%[57.1 µM]	-7%[57.1 µM]
2	CC(=O)C1CCC2C3CCC4CC(O)CCC4(C)C3CCC12C#N (stereo unspecified)	-11	1%	/	-5%	-4%	-7%	-15%	/	/
3	COc1ccc(CNS(=O)(=O)c2cc3c(cc2C)N(C)CCO3)cc1	3&-3	?	-33%&14%	-30%&-1%	-6%&-4%	-13%&-7%	8%&1%	-1%[57.1 µM]	13%[57.1 µM]
4	COc1ccc(-c2nn(Cc3ccccc3)cc2C(=O)NC2CC2)cc1OC	-13	0%	-21%	-22%	-1%	-9%	3%	12%	6%
5	CC[C@]12CC[C@H](O)CC1=CCC1C2CC[C@]2(C)C(=O)CCC12 (stereo partly specified)	0	2%	4%	-11%	-5%	-2%	-8%	14%	2%
6	Cc1ccc(-c2cc(-c3ccccc3)cc(-c3ccccc3)[n+]2-c2ccccc2C(=O)O)cc1	0	0%	-36%	-25%	-5%	-1%	-3%	-1%	84%[activator]
7	CC1(C)C(C(=O)NCc2ccco2)C1(C)C	-2	-1%	-26%	-18%	-7%	4%	9%	-2%[57.1 µM]	-10%[57.1 µM]
8	CCOc1cc(CNCCc2cccc(F)c2)ccc1OC	-18	-1%	6%	2%	-3%	0%	-7%	-5%[57.1 µM]	0%[57.1 µM]
9	COc1ccccc1CCNC1C2CC3CC(C2)CC1C3 (stereo unspecified)	11	0%	-28%	-12%	-4%	0%	0%	-8%	-10%
10	Cc1cccc(NC2=NCCCS2)c1	-19	1%	5%	-25%	-1%	4%	-3%	30%	2%
11	COc1ccc(N2C(=O)NC(=O)/C(=C/c3ccc([N+](=O)[O-])s3)C2=O)cc1	6	-22%	?	22µM*	0%	-13%	-12%	40µM*	-14%
12	Cc1ccc(S(=O)(=O)N2CCC(C(=O)N3CCC4(CC3)OCCO4)CC2)cc1	-5	1%	25%	0%	-5%	0%	-2%	2%	-1%
13	Cc1ccc2c(c1)C1CN(C)CCC1N2C(=O)c1cccs1 (stereo unspecified)	-5	1%	-8%	-20%	-4%	-7%	0%	-4%	8%
14	CC(C(=O)c1ccccc1)N1C(=O)c2ccccc2C1=O (stereo unspecified)	-2	-3%	-13%	-13%	-3%	1%	5%	-4%[57.1 µM]	14%[57.1 µM]
15	Cc1ccc(S(=O)(=O)N(C)C[C@H]2Oc3cc(Br)ccc3S(=O)(=O)N([C@H](C)CO)C[C@H]2C)cc1	1	0%	/	?	-4%	0%	9%	/	/

Next structures:
entry	molecule	LDHA block	Vif-A3G inh	RGS4 inhibitor	USP1 inh	GRP78 ERSR act	Vif-A3F inh	IDH1 R132H inh	rTrxR1 inhibitor	TrxR1 substrate
16	COc1ccccc1-n1c(/C=C/c2ccccn2)nc2ccccc2c1=O	-9	-11%	6%	?	-5%	11%	4%	6%[57.1 µM]	8%[57.1 µM]
17	CC(=O)OC1N=C(c2ccccc2)c2cc(Br)ccc2N(C)C1=O (stereo unspecified)	1	1%	-18%	-15%	-2%	-3%	4%	-8%	-8%
18	CC(=O)c1ccc(-c2ccccc2)cc1	-11	1%	21%	-2%	1%	2%	-2%	27%	11%
19	ClCCN1CCN(c2ccnc3cc(Cl)ccc23)CC1	-2	0%	-30%	-7%	-4%	-7%	?	?	1%
20	O=P1(c2ccccc2)Nc2ccccc2N1c1ccccc1 (stereo unspecified)	2	1%	-25%	-17%	3%	0%	-5%	-21%	-4%
21	COc1cccc(N2C(=O)NC(=O)/C(=C\c3ccc([N+](=O)[O-])s3)C2=O)c1	22	-13%	?	?	0%	?	8%	?	-1%[57.1 µM]
22	O=S1(=O)CCN(CCc2c[nH]c3ccccc23)CC1	-1	0%	-2%	-12%	-2%	?	0%	5%	6%
23	CCN(CC)C1=NC(=[N+](CC)CC)c2ccccc21	-2	8%	-19%	-6%	-6%	-4%	-2%	-3%	4%
24	COC(=O)C1=Nc2ccccc2/C1=C\c1c(O)n(-c2ccc(Br)cc2)c(=O)[nH]c1=O	-67*	-18%	?	-31%	10%	-10%	-3%	?	-7%
25	O=C(c1csc2c1CCCCC2)N1CCC2(CC1)OCCO2	-15	1%	4%	-1%	1%	1%	10%	2%[57.1 µM]	4%[57.1 µM]
26	O=C1NC(=O)N(c2cccc(Br)c2)C(=O)/C1=C/c1ccsc1	-6	?	?	-26%	-5%	?	11%	45µM*	4%
27	CN1CCN(CCOC2c3ccccc3CSc3ccc(Cl)cc32)CC1 (stereo unspecified)	-6	-10%	-28%	-18%	-8%	-16%	3%	19%[57.1 µM]	13%[57.1 µM]
28	CC(=O)C1C(N2CC2)CC2C3CCC4=CC(=O)CCC4(C)C3CCC21C (stereo unspecified)	-6	-3%	-6%	-9%	-1%	-1%	1%	-21%	-17%
29	CCOP(=O)(C#CC(C)(C)C)C1(O)CCCCC1 (stereo unspecified)	-2	0%	-2%[11.4 µM]	-5%	-6%	-5%	1%	11%[57.1 µM]	-8%
30	COc1ccc(C2NCCc3[nH]cnc32)cc1 (stereo unspecified)	-1	0%	8%	7%	1%	15%	1%	12%[57.1 µM]	3%

Some of the entries so far, as labelled records.
17. CC(=O)OC1N=C(c2ccccc2)c2cc(Br)ccc2N(C)C1=O (stereo unspecified)
  LDHA block: 1 | Vif-A3G inh: 1% | RGS4 inhibitor: -18% | USP1 inh: -15% | GRP78 ERSR act: -2% | Vif-A3F inh: -3% | IDH1 R132H inh: 4% | rTrxR1 inhibitor: -8% | TrxR1 substrate: -8%

18. CC(=O)c1ccc(-c2ccccc2)cc1
  LDHA block: -11 | Vif-A3G inh: 1% | RGS4 inhibitor: 21% | USP1 inh: -2% | GRP78 ERSR act: 1% | Vif-A3F inh: 2% | IDH1 R132H inh: -2% | rTrxR1 inhibitor: 27% | TrxR1 substrate: 11%

The results go on.
entry	molecule	LDHA block	Vif-A3G inh	RGS4 inhibitor	USP1 inh	GRP78 ERSR act	Vif-A3F inh	IDH1 R132H inh	rTrxR1 inhibitor	TrxR1 substrate
31	Cc1ccc(CN2CCSc3ccc(C(=O)N4CCC5(CC4)OCCO5)cc32)cc1	-7	4%	-54%	-16%	-4%	0%	-14%	-5%	32%[activator]
32	CCCCCCn1c(O)c(C=NC2CCCCC2N)c(=O)[nH]c1=O (stereo unspecified)	4	1%	10%	2%	-4%	-8%	-10%	11%	1%
33	NC(N)=NOCC[C@H](N)C(=O)O	/	/	-6%&151%[56.9 µM]	/	-4%&-4%&-4%	/	/	19%[57.1 µM]	8%[57.1 µM]
34	Cn1nnc(CC[N+](C)(C)C)n1	3	0%	-34%	-5%	1%	5%	7%	26%	9%[57.1 µM]
35	c1ccc2c(c1)CNc1ccccc1O2	-6	0%	15%	2%	4%	-2%	-3%	-8%	-5%
36	CCc1nc2ccc(N3CCN(C)CC3)cc2nc1CC	2	1%	-18%	-12%	-2%	2%	11%	43%[activator][57.1 µM]	-7%[57.1 µM]
37	CNS(=O)(=O)c1ccc(N=Cc2c(O)n(-c3ccccc3)c(=O)[nH]c2=O)cc1	0	-6%	8%	-2%	-3%	-8%	-4%	-23%	-20%
38	c1ccc(C2c3ccccc3-n3nncc3CN2CC2CCCCC2)cc1 (stereo unspecified)	-4	-12%	-21%	-10%	-3%	-19%	5%[38.3 µM]	15%	-6%
39	O=c1c2ccccc2nc(/C=C/c2cccc3ccccc23)n1-c1ccc(Cl)cc1	-1	3%	-4%	-16%	-3%	-15%	11%	3%[57.1 µM]	-3%[57.1 µM]
40	COc1cccc(CN2CCN(C(=O)Cc3ccccc3OC)CC2)c1	1	0%	19%	2%	-2%	2%	4%	6%	-5%
41	Fc1cccc(F)c1CN1CCN(Cc2c(F)cccc2F)CC1	-2	1%	0%	-2%	-1%	0%	0%	-6%	-2%
42	CS(=O)(=O)N1Cc2cnnn2-c2ccccc2C1C#N (stereo unspecified)	-6	2%	12%	-7%	-3%	-2%	0%[38.3 µM]	3%	0%
43	Cc1nn(C2CCOC(C)(C)C2)c2c1C(c1ccc(OC(C)C)cc1)SCC(=O)N2 (stereo unspecified)	1	0%	?	-10%	-5%	1%	8%	-2%[57.1 µM]	7%[57.1 µM]
44	CCN1CCN(c2ccc(N)cc2C)CC1	5	1%	-10%	0%	-8%	-11%	1%	33%[57.1 µM]	8%[57.1 µM]
45	FC(F)(F)Oc1ccc(C2NCc3ccccc3-n3cccc32)cc1 (stereo unspecified)	1	5%	-7%	-24%	-6%	-13%	0%	10%	-4%
46	CC1NCCC2(O)CCCCC12 (stereo unspecified)	-2	-1%	17%	4%	-4%	0%	7%	7%	-4%
47	Cc1c(C=O)c2ccccc2n1Cc1ccccc1	-9	-7%	-5%	-11%	-4%	-10%	14%	20%[57.1 µM]	7%[57.1 µM]
48	COCCOC(=O)c1c(C)n(C)c2ccc(OC(=O)N(C)C)cc12	4	0%	-18%	-14%	-2%	2%	6%	21%	5%

Source: PubChem

This is a subset; rates above refer to the full screens.
